yeast mlh1 rad18: NCI yeast anticancer drug screen, S. cerevisiae mlh1 rad18 strain; % growth inhibition at 50 µM; 79,000 tested, 11% active; AID 175, 2004;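 note: 0% = growth of vehicle-only cultures of the same strain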
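Genetically defined yeast (DNA repair-deficient) exposed to compounds; growth inhibition determined relative to vehicle.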
sgs1 mgt1: NCI yeast anticancer drug screen, S. cerevisiae sgs1 mgt1 strain; 78,000 tested, 10% active; growth inhibition, % at 50 µM; AID 161, 2004;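 note: 0% = growth of vehicle-only cultures of the same strain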
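Compounds are added to genetically altered yeast, and growth is compared with cultures given vehicle alone to give percent inhibition.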
yeast cln2 rad14: NCI yeast anticancer drug screen, S. cerevisiae cln2 rad14 strain. 78,000 tested, 8.3% active. % growth inhibition at 50 µM;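 note: 0% = growth of vehicle-only cultures of the same strain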
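Test compounds were added to cln2 rad14 yeast cultures; inhibition of growth was then determined by comparison with vehicle treatment.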
yeast rad50: NCI yeast anticancer drug screen, S. cerevisiae rad50 strain | % growth inhibition at 50 µM | 79,000 tested, 10% active;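 note: 0% = growth of vehicle-only cultures of the same strain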
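A DNA repair-deficient yeast mutant serves as the test organism; compound-induced growth inhibition is calculated against vehicle-treated cells.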
yeast mec2-1: NCI yeast anticancer drug screen, S. cerevisiae mec2-1 strain | AID 157, 2004 | 79,000 tested, 9% active | % growth inhibition at 50 µM;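 note: 0% = growth of vehicle-only cultures of the same strain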
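Strain: mec2-1 (DNA repair/cell cycle alteration). Compound exposure, then growth measured; inhibition expressed relative to vehicle.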
bub3: NCI yeast anticancer drug screen, S. cerevisiae bub3 mutant strain; growth inhibition, % at 50 µM; 78,000 tested, 9.9% active;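 note: 0% = growth of vehicle-only cultures of the same strain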
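Growth of a checkpoint-deficient yeast mutant is measured after compound exposure. Values represent inhibition relative to vehicle.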
An asterisk follows results filed as active; nt = not tested or not shown; & = joins results of further samples. Cut-off read from the data, not from the text of the source: active = growth inhibition above about 70%; inactive = the rest.

SMILES | yeast mlh1 rad18 | sgs1 mgt1 | yeast cln2 rad14 | yeast rad50 | yeast mec2-1 | bub3
Cc1ccsc1/C=N/Nc1ccccn1 | 27 | 7 | 9 | 9 | 12 | 1
CCc1nc(N)nc(N)c1-c1ccc(Cl)c(N=NN(C)C)c1 | -6 | -2 | -1 | 7 | -1 | 18
O=S(=O)(N/N=C/c1ccncc1)c1ccccc1 | 50 | 61 | 41 | 39 | 17 | 34
N#[N+]c1ccc(/C=C/c2ccc([N+]#N)cc2S(=O)(=O)O)c(S(=O)(=O)O)c1 | 3 | -12 | 0 | -1 | -2 | -2
CNC(=S)NC(=S)N(C)C | 36 | 35 | -26 | -1 | -30 | -35
O=S1(=O)C2CCC(Br)C1CCC2Br (centres undefined) | 11 | 8 | 14 | 10 | 14 | -3
CCOC(=O)[C@]12CCC[C@@]1(O)NC(=O)c1cnccc12 | 97* | 97* | 91* | 97* | 98* | 97*
COc1ccc(/C=C(/C(=O)O)c2ccccc2)cc1 | 69 | 31 | 38 | 49 | 55 | 42
O=C(O)Cc1cccc2nnnn12 | 24 | -8 | 15 | 14 | -18 | -5
COc1cccc2c(Nc3ccc(S(=O)(=O)Nc4ncccn4)cc3)c3ccc([N+](=O)[O-])cc3nc12 | 16 | 29 | 11 | 60 | 12 | 32
O=c1[nH]cc(CNC2CCCCC2)c(=O)[nH]1 | 8 | 8 | 0 | 22 | -9 | 5
OCc1cc(Cl)cc(Cc2cc(Cl)cc(Cc3cc(Cl)cc(Cc4cc(Cl)cc(Cc5cc(Cl)cc(CO)c5O)c4O)c3O)c2O)c1O | -28 | -9 | -28 | -15 | -17 | -19
CC(O)(c1ccccc1)C(c1ccccc1)S(=O)(=O)N1CCCCC1 (centres undefined) | -10 | -4 | -2 | -3 | -4 | -8
O=C(COc1ccc(Cl)cc1)OCCCl | 8 | 9 | 0 | 10 | 8 | 9
CCCCCCCO | -12 | -29 | 2 | -11 | -18 | -15
O=C(NC(Cc1c[nH]c2ccccc12)(C(=O)O)C(=O)O)OCc1ccccc1 | 18 | 19 | 29 | 23 | 15 | 2
COc1ccc2c(c1)CC1=C2CCC2(C)C1=CCC2O (centres undefined) | -13 | -5 | 10 | 13 | -4 | 4
CN(C)/N=C/C=C1\N=C(c2ccccc2)OC1=O | -11 | -18 | -46 | 6 | -11 | -1
CN(C)c1ccc(/C=C/C(=O)c2ccc([N+](=O)[O-])cc2)cc1 | -47 | -17 | -4 | -22 | -16 | -13
Cc1n(-c2ccccc2)c2c([n+]1Cc1ccc([N+](=O)[O-])cc1)C(=O)c1ccccc1C2=O | nt | 89* | 85* | 85* | 89* | 89*

18 neighbouring entries already listed:
SMILES | yeast mlh1 rad18 | sgs1 mgt1 | yeast cln2 rad14 | yeast rad50 | yeast mec2-1 | bub3
Cc1ccsc1/C=N/Nc1ccccn1 | 27 | 7 | 9 | 9 | 12 | 1
CCc1nc(N)nc(N)c1-c1ccc(Cl)c(N=NN(C)C)c1 | -6 | -2 | -1 | 7 | -1 | 18
O=S(=O)(N/N=C/c1ccncc1)c1ccccc1 | 50 | 61 | 41 | 39 | 17 | 34
N#[N+]c1ccc(/C=C/c2ccc([N+]#N)cc2S(=O)(=O)O)c(S(=O)(=O)O)c1 | 3 | -12 | 0 | -1 | -2 | -2
CNC(=S)NC(=S)N(C)C | 36 | 35 | -26 | -1 | -30 | -35
O=S1(=O)C2CCC(Br)C1CCC2Br (centres undefined) | 11 | 8 | 14 | 10 | 14 | -3
CCOC(=O)[C@]12CCC[C@@]1(O)NC(=O)c1cnccc12 | 97* | 97* | 91* | 97* | 98* | 97*
COc1ccc(/C=C(/C(=O)O)c2ccccc2)cc1 | 69 | 31 | 38 | 49 | 55 | 42
O=C(O)Cc1cccc2nnnn12 | 24 | -8 | 15 | 14 | -18 | -5
COc1cccc2c(Nc3ccc(S(=O)(=O)Nc4ncccn4)cc3)c3ccc([N+](=O)[O-])cc3nc12 | 16 | 29 | 11 | 60 | 12 | 32
O=c1[nH]cc(CNC2CCCCC2)c(=O)[nH]1 | 8 | 8 | 0 | 22 | -9 | 5
OCc1cc(Cl)cc(Cc2cc(Cl)cc(Cc3cc(Cl)cc(Cc4cc(Cl)cc(Cc5cc(Cl)cc(CO)c5O)c4O)c3O)c2O)c1O | -28 | -9 | -28 | -15 | -17 | -19
CC(O)(c1ccccc1)C(c1ccccc1)S(=O)(=O)N1CCCCC1 (centres undefined) | -10 | -4 | -2 | -3 | -4 | -8
O=C(COc1ccc(Cl)cc1)OCCCl | 8 | 9 | 0 | 10 | 8 | 9
CCCCCCCO | -12 | -29 | 2 | -11 | -18 | -15
O=C(NC(Cc1c[nH]c2ccccc12)(C(=O)O)C(=O)O)OCc1ccccc1 | 18 | 19 | 29 | 23 | 15 | 2
COc1ccc2c(c1)CC1=C2CCC2(C)C1=CCC2O (centres undefined) | -13 | -5 | 10 | 13 | -4 | 4
CN(C)/N=C/C=C1\N=C(c2ccccc2)OC1=O | -11 | -18 | -46 | 6 | -11 | -1

Next results:
SMILES | yeast mlh1 rad18 | sgs1 mgt1 | yeast cln2 rad14 | yeast rad50 | yeast mec2-1 | bub3
Cc1cc(Cl)ccc1OC(=O)Nc1ccc(Cl)cc1 | 18 | 22 | 7 | 15 | 5 | 4
ClC1CC[N-]CC1.ClC1CC[N-]CC1.O=C(O)CC(=O)O.[Pt+2] | 46 | 69 | -23 | 53 | 55 | 23
CC(C)(C)N=Cc1ccccc1[O-].CC(C)(C)N=Cc1ccccc1[O-].[Co+2] | -6 | -14 | 0 | 4 | 8 | 4
Nc1nc(Cl)cc(NCCO)n1 | 43&2 | 21&-40 | 0&-8 | -5&-1 | 7&-37 | 5&-21
CCOC(=O)C(CO)NC(=O)c1cnc2ccccc2c1 (centres undefined) | 13 | 13 | -30 | 16 | 2 | -30
Cc1csc(C)[n+]1CC(=O)c1ccccc1 | -29 | -8 | -20 | -10 | -5 | -6
CCC1(c2ccccc2)N=C1N(C)C (centres undefined) | -25 | -19 | 3 | 1 | -10 | -27
Cn1c(-c2ccccc2)c(-c2ccccc2)c(=O)c(-c2ccccc2)c1-c1ccccc1 | 60 | 55 | 17 | 58 | 63 | 60
NCc1ccncc1 | 25 | 17 | 6 | 26 | -3 | -5
Cc1cc(C)nc(/C(=N\NC(N)=O)C(=O)Nc2nc3ccc(C)cc3s2)c1 | -24 | -26 | 7 | -25 | -21 | -33
COC(=O)c1ccc(C)cc1-c1cc(C)ccc1C(=O)OC | -14 | 3 | -15 | -15 | 8 | 65
CC(Nc1ccc(Cl)cc1C(=O)O)C(=O)O (centres undefined) | 4 | -2 | -21 | -15 | -8 | -16
NC(=O)C(Cc1ccc(O)cc1)NC(=O)c1cccnc1 (centres undefined) | 4 | -1 | -2 | -7 | 1 | -9
O=C1OC(c2ccccc2)(c2ccccc2)Cc2ccccc21 | 95* | 91* | 91* | 94* | 96* | 91*
CC(C)(CN1CCCCC1)C(=O)/C=C/c1ccc(/C=C/C(=O)C(C)(C)CN2CCCCC2)cc1 | 12 | -2 | 4 | -3 | 12 | 16
C#CCOCCC(C(=O)O)C(=O)O | 3 | 9 | -2 | 10 | 5 | 12
CCOc1ccc(N2C(=O)CC(Sc3ccccc3N)C2=O)cc1 (centres undefined) | -16 | nt | nt | -21 | -24 | nt
C1=COC(C=Nc2ccccc2)CC1 (centres undefined) | -13 | 4 | -18 | -12 | 14 | 16
Cc1cccc2c(N)c3cccc(C(=O)NCCN(C)C)c3nc12 | 41 | 20 | 15 | 60 | -14 | -7
CCOc1ccc(N2CCN(C(=O)Nc3ccccc3OC)CC2)cc1 | -4 | -2 | -47 | -4 | -6 | 21
CCN(CC)c1ccc(/C=C2\CCOC2=O)cc1 | -10 | -7 | -50 | 2 | -13 | 0
Cc1cc2nc3ccc(N)cc3oc-2cc1=[N+](C)C | 4 | 74* | 82* | 96* | 93* | 78*
O=C(O)CSc1ccc(N=C=S)cc1 | -2 | -3 | 5 | -8 | 8 | 1
CCOC(=O)CCCCCN | -30 | 34 | -39 | -5 | -8 | 2
COc1cc2c(cc1OC)C(=O)N(NC1=NCCN1)C2=O | -12 | -14 | 21 | -14 | -14 | 17
COC(=O)c1ccc2c[n+]3ccccc3cc2c1 | 0 | -6 | -37 | 1 | 3 | -10
Cc1cccc(C(C)C)c1NC(=O)CC1C(=O)Nc2ccccc2S1(=O)=O (centres undefined) | -23 | -6 | 3 | -30 | -16 | -18
COc1ccc(CC(N)C(=O)N2CCCCC2)cc1 (centres undefined) | 7 | 13 | 8 | 8 | 1 | 8
OCCN(CCO)C(Cc1ccccc1)Cc1ccccc1 | -23 | -2 | -11 | -8 | -10 | 26
COC(=O)c1nc(=S)[nH]c(C(=O)OC)c1C(=O)c1ccc(OC)cc1 | 1 | -10 | -8 | -32 | -18 | -30
C[n+]1nc([O-])oc1-c1ccccc1 | 6 | 11 | -4 | 4 | 3 | -5
O=C(Nc1ccc(F)c([N+](=O)[O-])c1)NC(Cc1ccccc1)c1ccccc1 (centres undefined) | 93* | 94* | 89* | 92* | 94* | 82*
COC(OC)(c1ccccc1)C(Br)Br | 85* | 89* | 90* | 86* | 93* | 90*
O=C1CN(Cc2ccc3c(c2)OCO3)NO1 | -26 | -17 | -4 | 15 | -1 | -9
O=C1CCCC2=C1CC1=C(CCCC1=O)N2c1ccccc1C(=O)O | -36 | -24 | -5 | -25 | -21 | -22
COc1cc(O)c(C/C=C/c2ccccc2)cc1O | 65 | 28 | -12 | 50 | 21 | 29
c1ccc(C2(c3ccccc3)SCCCS2)cc1 | -3 | -8 | 2 | 3 | -5 | -9
COc1ccc(/C=[N+](\[O-])c2ccccc2)cc1 (tested in a mixture with another compound) | 8 | 4 | 0 | -2 | 8 | -11
O=C(Cl)COc1cccc2ccccc12 | -11 | nt | nt | -10 | -15 | nt
O=[N+]([O-])c1cc(Cc2ccccc2)cc([N+](=O)[O-])c1 | 30 | 21 | -42 | 51 | 13 | 25
C1COC(CN2CCN(CC3CCCO3)CC2)C1 (centres undefined) | 8 | 6 | -30 | 3 | -4 | -20
C/C(=C/c1ccccc1)C(=O)O | -2 | -22 | -20 | -4 | -19 | -21
Fc1ccc(Nc2nc(Cl)c3[nH]cnc3n2)cc1Cl | -29 | 28 | 8 | 12 | 1 | 33
CC1CCC2C(C)C3C(CC4C5CC=C6CC(O)CCC6(C)C5CCC43COC(=O)c3ccccc3)N2C1 (centres undefined) | 43 | 56 | 21 | 44 | 17 | 6
NC(Cc1ccc(O)cc1)C(=O)O (centres undefined) | 10 | -20 | -48 | -24 | -20 | -11
O=c1c(Cc2ccccc2)cn2c3c(cccc13)CC2 | 7 | -7 | 16 | 14 | 9 | 15
COC(=O)C(=O)C(/C=N/C(=S)NCCc1ccc(OC)c(OC)c1)=C(/O)c1ccc([N+](=O)[O-])cc1 | -10 | 19 | 31 | 0 | -8 | 15
O=c1c(C(c2ccc(Cl)cc2)c2c(O)c3ccccc3n(-c3ccccc3)c2=O)c(O)c2ccccc2n1-c1ccccc1 | -3 | -10 | -12 | -13 | -1 | -1
CCOC(=O)CNc1nnnn1C1OC(CO)C(O)C1O (centres undefined) | -20 | -11 | 12 | -2 | -13 | -12
COc1ccc(OC)c(/C=C\C(=O)c2ccccc2O)c1 | 23 | 23 | 6 | 1 | 7 | 9

Next section.
SMILES | yeast mlh1 rad18 | sgs1 mgt1 | yeast cln2 rad14 | yeast rad50 | yeast mec2-1 | bub3
Cn1c(COC(=O)Nc2ccccc2)c(COC(=O)Nc2ccccc2)c2ccc3cc(Cl)c(Cl)cc3c21 | -44 | 76* | 81* | 73* | 79* | 84*
CC[N+](C)(C)C1=C([O-])C(F)(F)C1=O | 5 | 9 | 11 | 5 | -13 | -12
Cc1ccc(C(=O)O)c(/C=C2\Cc3cc(C)cc(C)c3C2=O)c1 | 30 | 25 | 17 | 21 | 15 | 10
O=Cc1[nH]c(=O)[nH]c(=O)c1C(=O)O | 1 | -23 | -1 | -27 | -21 | -30
CSc1nc(NC2OCC(O)C(O)C2O)cc(=O)n1C (centres undefined) | -3 | 7 | -5 | 7 | 0 | -27
CCCCC[N+]1([O-])CCOCC1 | 1 | -7 | -24 | 4 | -4 | -3
O=C1OC(c2ccccc2)=N/C1=C\c1ccccc1Cl | 0&16 | 4&26 | -60&-6 | 2&4 | -14&18 | -9&34
CCCC(C(=O)OCCN1CCCC1(C)C)C1CCCC1 (centres undefined) | 40 | 48 | 71* | 41 | 39 | 37
N#CCCN(C1=NN(C(=O)CC(=O)Nc2ccccc2Cl)C(c2ccccc2)C1)c1ccccc1Cl (centres undefined) | -10 | -30 | 29 | 6 | -16 | -8
O=C(CNC(=O)C(CCC(=O)OCc1ccccc1)NC(=O)OCc1ccccc1)NCC(=O)NC(CO)C(=O)NCC(=O)Oc1ccc([N+](=O)[O-])cc1 (centres undefined) | 20 | 21 | -8 | 4 | 8 | 2

Bioassay records as filed in PubChem.
